Screening results (PubChem BioAssay)
KAT2A inh: qHTS Assay for Inhibitors of GCN5L2 | Histone acetyltransferase KAT2A (Homo sapiens), Q92830 | GCN5L2 HAT assay, ThioGlo1 CoA-SH fluorescence | Potency, µM (top dose mostly 58.9 µM), for inactives: at the top dose activity change, negative = inhibition, hits mostly inhibitors | actives 0.21% (n = 390,000)
Target sequence (Q92830 whole entry, looked up): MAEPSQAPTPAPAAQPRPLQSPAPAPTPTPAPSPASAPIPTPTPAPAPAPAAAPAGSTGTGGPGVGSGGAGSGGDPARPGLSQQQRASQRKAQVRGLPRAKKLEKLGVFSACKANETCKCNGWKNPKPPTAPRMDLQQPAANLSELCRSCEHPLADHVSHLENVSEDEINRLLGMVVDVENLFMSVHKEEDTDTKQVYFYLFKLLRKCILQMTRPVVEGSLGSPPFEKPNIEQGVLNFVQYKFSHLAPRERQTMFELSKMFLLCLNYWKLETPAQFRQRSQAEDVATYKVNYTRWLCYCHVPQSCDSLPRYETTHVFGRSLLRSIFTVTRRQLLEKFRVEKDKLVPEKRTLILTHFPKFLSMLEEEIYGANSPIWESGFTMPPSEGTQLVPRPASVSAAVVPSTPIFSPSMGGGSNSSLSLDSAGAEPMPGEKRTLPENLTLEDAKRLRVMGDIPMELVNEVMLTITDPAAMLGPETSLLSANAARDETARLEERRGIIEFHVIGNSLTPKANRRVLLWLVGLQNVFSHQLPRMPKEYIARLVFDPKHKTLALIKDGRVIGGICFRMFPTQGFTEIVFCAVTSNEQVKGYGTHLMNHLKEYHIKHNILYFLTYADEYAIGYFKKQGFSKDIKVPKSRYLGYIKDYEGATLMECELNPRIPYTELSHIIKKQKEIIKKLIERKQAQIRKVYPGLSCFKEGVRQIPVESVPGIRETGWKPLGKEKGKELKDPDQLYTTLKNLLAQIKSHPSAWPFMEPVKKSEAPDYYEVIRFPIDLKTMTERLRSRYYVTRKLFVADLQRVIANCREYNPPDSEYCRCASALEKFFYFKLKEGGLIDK
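ThioGlo1-coupled HAT assay: 20nM GCN5L2, 70uM acetyl-CoA, 75uM H3(1-25) peptide, pH 7.5. Fluorescence read at 340/540nm at start and after 20 min at room temperature.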
DT40 TDP1 CPT: qHTS for Inhibitors of human tyrosyl-DNA phosphodiesterase 1 (TDP1): qHTS in cells in presence of CPT; chicken DT40 Tdp1-/-;hTDP1 cells + 20 nM CPT, ATP luminescence, 48 h; Potency, µM (highest dose often 46.2 µM), without a hit: top-dose activity change, negative = growth inhibition, hits mostly inhibitors; actives 12% (n = 420,000); AID 686979, 2013; note: nearly all actives have a fitted effect of over 55% in size
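Chicken DT40 Tdp1-/- cells complemented with human TDP1, 400 cells/well, exposed to compounds plus 20 nM camptothecin for at least 48 h at 37 C; viability read as ATP content by CellTiter-Glo luminescence.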
TDP1 cell noCPT: qHTS for Inhibitors of human tyrosyl-DNA phosphodiesterase 1 (TDP1): qHTS in cells in absence of CPT | DT40 Tdp1-/- hTDP1 cells, no CPT, ATP luminescence, 48 h | Potency, µM (series often up to 46.2 µM), for inactives: top-dose activity change, negative = growth inhibition, most hits filed as inhibitors | actives 15% (n = 420,000) | AID 686978, 2013; note: nearly all actives have a fitted effect of over 55% in size
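Luminescent ATP content (CellTiter-Glo) served as the growth readout. Knockout chicken DT40 cells expressing human TDP1 were exposed to compounds without camptothecin for a minimum 48 hr at 37 °C.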
The depositor's hits bear a star; u = inconclusive; x = not tested or not shown; & = joins results of further samples. Calls come from the whole dose curve; as a rule, active = well fitted curve in the direction sought with a large enough effect; inconclusive = small, poorly fitted or top-dose-only effect, or another doubt; inactive = no such curve, though single readings can be large; an effect the other way counts as inactive or inconclusive. % is set by controls: 0 for no effect and ±100 for the full control effect; potency is the fitted concentration of half-maximal effect. This is a subset; count on the stated rates, not on these rows.

Order of results: KAT2A inh | DT40 TDP1 CPT | TDP1 cell noCPT
#1 CCC1Oc2ccccc2N(CC(=O)NCCN2C(C)CCCC2C)C1=O (centres undefined)
  -11.5% | -6.9% | -0.4%
#2 COc1ccc(-c2nc(CS(=O)CC(=O)NC(C)CCc3ccccc3)c(C)o2)cc1OC (centres undefined)
  -3.3% | u | u
#3 Cc1ccccc1C(=O)Nc1ccccc1C(=O)N1CCC(C)CC1
  -4.4% | -2.8% | -24.0%
#4 Cc1cc(=O)oc2cc(OS(C)(=O)=O)ccc12
  -2.3%&-0.7% | 0.5% | -18.6%
#5 CN1C(=O)c2ccccc2C(O)c2ccccc21 (centres undefined)
  x | u | -18.1%
#6 CCCCCSc1nc2c(cnn2-c2ccc(F)cc2)c(=O)[nH]1
  -0.5% | u | 23.1µM*
#7 O=C(Nc1ncc2c(n1)CC(c1ccco1)CC2=O)c1ccccc1 (centres undefined)
  -5.4% | -10.0% | -4.0%
#8 COc1ccc(OC)c(C2CC(=O)c3c([nH]c(C(=O)OC4CCC(C)CC4)c3C)C2)c1 (centres undefined)
  -6.3% | 14.6µM* | 8.2µM*
#9 Cc1ccc(-n2nnc3c(=O)n(CC(=O)c4ccccc4)cnc32)cc1
  u | -1.0% | -5.3%
#10 O=C(Nc1ccccn1)c1ccc(Br)c(S(=O)(=O)N2CCCC2)c1
  -6.6% | -14.5% | -21.5%
#11 CCC(C)c1ccc(NC(=O)CSc2nncn2N)cc1 (centres undefined)
  -4.5% | 1.9% | 3.8%
#12 Cc1cccc(C(=O)c2cccc(C)c2)c1
  -2.0% | -27.9% | -9.1%
#13 CCOC(=O)c1c(NC(=O)C(C)Sc2nnc(C)c(=O)[nH]2)sc2c1CCCC2 (centres undefined)
  -13.4% | 1.9% | -16.7%
#14 CCC(=O)N1CCN(CCN=CC2=C(O)CC(c3cccs3)CC2=O)CC1 (centres undefined)
  0.4% | 2.5% | -10.9%
#15 CCCOc1ccccc1C(=O)N1CCNC(=O)C1CC(=O)OC(C)C (centres undefined)
  -6.5% | 27.7% | 8.2%
#16 Cc1ccccc1OCc1nnc(SC(C)C(=O)O)n1Cc1ccccc1 (centres undefined)
  12.7% | -1.3% | -1.8%
#17 O=C1CC(NCc2ccncc2)C(=O)N1c1ccc(Cl)cc1 (centres undefined)
  0.8% | -9.4% | -5.5%
#18 Cc1cc(C)cc(NC(=O)N2CCC(N3CCN(Cc4ccccc4)C(=O)C3=O)CC2)c1
  0.1% | -2.1% | -11.2%
#19 Oc1cccc(/C=N/Nc2ncnc3c2ncn3Cc2ccccc2)c1
  -6.0% | -0.2% | u
#20 Cc1ccc(-c2cc(C(=O)O)n[nH]2)o1
  -5.5% | -8.7% | -11.2%
#21 COc1ccc(CCc2nc(C)ccc2O)cc1
  -4.1%&-5.2% | -0.5%&-17.2% | u
#22 COc1ccc(C)cc1N(CC(=O)NC1CCCC1)C(=O)Cn1nnc(-c2ccc(C)o2)n1
  -8.1% | 1.5% | -23.2%
#23 CCN(CC)CCSc1nnc2c3cc(C)ccc3n(Cc3ccccc3)c2n1
  -5.3% | u | 20.6µM*
#24 COc1cc(/C=N/NS(=O)(=O)c2ccc(Br)cc2)ccc1O
  -10.4% | 3.3% | 4.4%
#25 Cn1c(SCC(=O)NCCNC(=O)CSc2nnc(C(F)(F)F)n2C)nnc1C(F)(F)F
  1.5% | 2.4% | -1.7%
#26 Cc1cc(Cl)ccc1OCC(=O)NCC(=O)N/N=C/c1ccco1
  -1.0% | 4.8% | -2.3%
#27 CC(CSC(=O)c1ccccc1)C(=O)N1c2ccccc2CC1C(=O)O (centres undefined)
  x | -14.4% | -16.3%
#28 O=C(COc1ccccc1Cl)NNC(=O)c1ccc2nc[nH]c2c1
  -13.8% | 1.9% | -16.7%
#29 CCN(CC)S(=O)(=O)c1ccc2c(c1)nc(CCC(=O)O)n2CC
  -3.3% | 0.9% | 4.6%
#30 Cc1ccc(C)c(NC(=O)c2cc(-c3cccnc3)nc3ccccc23)c1
  -9.4% | u | u

The last three records of the section above come first, to join the parts:
Order of results: KAT2A inh | DT40 TDP1 CPT | TDP1 cell noCPT
#28 O=C(COc1ccccc1Cl)NNC(=O)c1ccc2nc[nH]c2c1
  -13.8% | 1.9% | -16.7%
#29 CCN(CC)S(=O)(=O)c1ccc2c(c1)nc(CCC(=O)O)n2CC
  -3.3% | 0.9% | 4.6%
#30 Cc1ccc(C)c(NC(=O)c2cc(-c3cccnc3)nc3ccccc23)c1
  -9.4% | u | u
#31 CC(=O)c1ccc(S(=O)(=O)NC2CC2)cc1
  -5.5% | 22.8% | 22.4%
#32 COc1cccc(Nc2ncc3nc(-c4cn(C)c5ccccc45)c(=O)n(C[C@H]4CCCO4)c3n2)c1
  -12.7% | -3.8% | 13.5%
#33 Cc1ccc(CN2CCSc3ccc(C(=O)NCc4ccccn4)cc32)cc1
  -15.2% | u | -16.0%
#34 C[C@]12CCC(=O)C=C1CC[C@@H]1[C@@H]2CC[C@@]2(C)[C@H]1CC[C@@]21CCC(=O)O1
  -6.0% | u | 9.2µM*
#35 CCOC(=O)c1cc(CC)sc1NC(=O)COc1ccccc1C
  1.2% | 7.9% | 2.1%
#36 Cc1cc(C)cc(CSCC(=O)NN=C2CCCCCC2)c1
  -2.0% | -8.0% | -11.3%
#37 COc1ccc(C(=O)O/N=C(\N)Cc2ccc(Cl)c(Cl)c2)cc1OC
  1.1% | 16.4µM* | u
#38 Cc1ccccc1C(OCC(O)CN1CCCCC1CCO)c1ccccc1 (centres undefined)
  3.2% | u | u
#39 COc1ccc(CCNC(=O)c2cnc3ccc(C)cn3c2=O)cc1OC
  -6.8% | 20.6µM* | u
#40 COc1ccc(OC)c(C2C(C#N)=C(N)N(N(C)C)C3=C2C(=O)CCC3)c1 (centres undefined)
  18.5% | 24.1% | 14.7%
#41 Cn1cnnc1SCC(=O)N(Cc1ccc2c(c1)OCO2)C1(C(=O)NC2CCCCC2)CCCC1
  1.9% | 0.7% | -9.6%
#42 O=[N+]([O-])c1cc(/C=N/O)ccc1Sc1ccccc1
  -7.5% | u | u
#43 CCN(CC)S(=O)(=O)c1ccc(N2CCOCC2)c(NC(=O)c2cc(C)cc(C)c2)c1
  10.9% | 7.31µM* | 18.4µM*
#44 CC(C)C[C@@H](COc1ccccc1)N1CCN(CC(C)C)CCC1=O
  -4.5% | u | u
#45 CCOCCCNC(=O)C1CC(=O)N(C2CCCC2)C1 (centres undefined)
  -19.1% | -3.6% | -3.3%
#46 CC(=O)Nc1nnc(-c2ccccn2)o1
  -3.4% | -2.7% | -20.4%
#47 Cn1c(Cn2nnc3ccccc32)nnc1SCC(=O)NCc1ccc2c(c1)OCO2
  -5.8% | 9.0% | 3.1%
#48 CC(C)NC(=O)C1(C)CCCN1C(=O)c1cc(C#N)cs1 (centres undefined)
  x | 2.8% | -2.0%
#49 COc1cc2cc(CN(Cc3cccs3)C(=S)Nc3ccc(C)cc3)c(=O)[nH]c2cc1OC
  -7.7% | 25.9µM* | 16.4µM*
#50 Cc1ccnc(NC(=O)C(Cc2ccccc2)NC(=O)c2ccccc2)c1 (centres undefined)
  0.1% | u | 16.4µM*
#51 O=[N+]([O-])c1nccn1CCCCCCCCCCCN1CCOCC1
  x | u | u
#52 S=c1[nH]nc(COc2ccccc2)n1/N=C/C=C/c1ccco1
  -28.7% | -9.2% | -29.6%
#53 COc1ccccc1CCc1nnc(CCC(=O)NCC2CCCO2)o1 (centres undefined)
  -9.2% | 16.2% | 19.3%
#54 O=C(CCCn1c(SCC(=O)Nc2ccccc2Cl)nc2ccccc2c1=O)NCC1CCCO1 (centres undefined)
  -13.7% | u | u
#55 COC(=O)C1=C(C)OC(N)=C(C#N)C1c1ccc(OC)c(OC)c1OC (centres undefined)
  -3.0% | u | u
#56 Cc1ccc(S(=O)(=O)N2CCOCC2)cc1NC(=O)COc1cccc(-n2cnnn2)c1
  0.8% | -11.5% | -17.6%
#57 CCCN1C(=S)c2ccccc2C1c1ccccc1 (centres undefined)
  14.4% | 25.8% | -19.8%
#58 CC(C)C(NS(=O)(=O)c1cccs1)C(=O)NCCCN1CCCCCC1 (centres undefined)
  -6.2% | 1.8% | -5.9%
#59 CCCNC(=O)C(NS(=O)(=O)c1ccc2c(c1)c(=O)n(C)c(=O)n2C)c1ccccc1 (centres undefined)
  -3.5% | 6.6% | -21.3%
#60 O=S(=O)(Nc1ccc(Cc2ccncc2)cc1)N1CCCC1
  -0.9% | -26.1% | -27.1%
#61 CS(=O)(=O)c1ccccc1C(=O)NCCC(c1ccccc1)c1ccccc1
  -0.9% | u | -29.7%
#62 COc1ccc(CNC(=O)[C@H](C)[C@@H]2C[C@@]2(C)[C@@H](NC(=O)OCc2ccccc2)c2ccccc2)cc1OC
  -2.3% | 14.6µM* | 11.6µM*
#63 COC(=O)C1CC(=O)N(CCc2c[nH]c3ccccc23)C1 (centres undefined)
  -2.2% | -10.5% | -4.3%
#64 CC1(C)CC(=O)C(=C2SCCCS2)C(=O)C1
  -3.1% | 8.6% | 8.7%
#65 O=C(NCc1ccc(F)cc1)C(c1ccco1)N(C(=O)c1csnn1)C1CC1 (centres undefined)
  -0.5% | -16.6% | 0.8%
#66 Cc1nn(C)c2c1c(C(F)(F)F)cc(=O)n2CC(=O)N1CCCCC1C (centres undefined)
  -4.8% | u | u
#67 NC(=O)c1cccnc1Sc1ccc(Cl)cc1
  -1.5% | -5.9% | -14.1%
#68 O=C(NC1CCCCC1)c1cc2nc(-c3ccco3)cc(C(F)(F)F)n2n1
  u | 20.6µM* | 18.4µM*
#69 O=C(Nc1ccccc1C(=O)O)c1ccc(NC(=O)c2ccc(Br)o2)cc1
  -0.3% | u | u
#70 O=C(Nc1ccccc1)C1=C[C@H](c2csc3ccccc23)C[C@H](OCCCCO)O1
  -0.1% | u | u
#71 CCC(C)C(NC(=O)c1ccccc1NC(=O)c1ccco1)C(=O)NNC(=O)c1ccc(OC)cc1 (centres undefined)
  -4.1% | u | -13.7%
#72 COc1ccc(-n2nnnc2SCC(=O)Nc2nc3c(s2)CCCC3)cc1
  -11.8% | u | u
#73 Nc1ncc(Br)cc1S(=O)(=O)NCCC(=O)Nc1cccc(Cl)c1
  -0.6% | -19.8% | -13.1%
#74 COc1ccccc1C(=O)NCCN1CCN(c2ccccc2)CC1
  -2.8% | -4.3% | u
#75 CSCCNCc1cn(-c2ccc(F)cc2F)nc1-c1ccccc1C
  -1.5% | u | u
#76 CC(c1cccnc1)N(CCN(C)C)C(=O)Nc1ccc(Cl)cc1 (centres undefined)
  -2.5% | 12.0% | -7.0%
#77 O=C(CCN1N=C(c2ccccc2)CCC1=O)NCCCN1CCOCC1
  0.8% | 17.5% | 15.6%
#78 Cc1cc(NC(=O)c2cccn2-c2nnc(N3CCCCC3)s2)ccc1Br
  -6.0% | u | u
#79 Nc1ncnc(N)c1NC(=O)c1cc(Cl)c(OCc2ccccc2)c(Cl)c1
  x | 6.6% | 0.0%
#80 CN(Cc1ccc(F)cc1)C(=O)CN1C(=O)c2ccccc2S1(=O)=O
  -0.9% | 6.1% | -8.8%
#81 CCc1noc(C)c1C(=O)NCCc1ccccc1
  -3.0% | 17.0% | -11.6%
#82 S=C(Nc1ccc(Oc2ccccc2)cc1)Nc1cccnc1
  -6.1% | u | u
#83 N#CCC(=O)c1ccccc1Oc1ccc(Cl)cc1
  -8.0% | 2.1% | -15.2%
#84 CCOC(=O)C1=C(C)N=c2sc(=Cc3ccc(OCC(=O)O)cc3)c(=O)n2C1c1ccc(Cl)cc1 (centres undefined)
  x | u | u
#85 O=C1O/C(=C\c2ccccc2)c2ccccc21
  2.8% | -3.1% | 17.3%
#86 CCOC(=O)c1c(C)[nH]c(C)c1C(=O)COC(=O)CCc1ccccc1
  -3.4% | -14.4% | 1.1%
#87 O=C1NC(CCc2ccccc2)C(=O)N1CCOc1cccc(Br)c1 (centres undefined)
  -2.6% | -18.8% | -16.3%
#88 O=C(Nc1ccccc1N1CCN(C(=O)c2ccc(Cl)cc2)CC1)c1ccc2c(c1)OCO2
  -23.4% | -53.8% | -45.3%
#89 CCOc1ccccc1NC(=O)COC(=O)C12CC3CC(CC(O)(C3)C1)C2
  6.8% | -27.8% | -28.7%
#90 COc1ccc(OCCn2nnc3sc4c(c3c2=O)CCC(C(C)(C)C)C4)cc1 (centres undefined)
  u | u | u

Next compounds follow:
Order of results: KAT2A inh | DT40 TDP1 CPT | TDP1 cell noCPT
#91 Cc1ccc(NC(=O)CN2C(=O)S/C(=C\c3cc(Cl)c(OCC(=O)O)c(Cl)c3)C2=O)cc1
  -13.4% | 1.7% | -9.1%
#92 Cc1noc(C)c1COc1ccc(C(=O)NCCOc2ccccc2)cc1
  -0.3% | u | u
#93 COc1ccc(NC(=O)Cn2c(-c3ccc(F)cc3)cc(C(C)=O)c2C)c(OC)c1
  -0.9% | 0.2% | -18.3%
#94 Cc1ccc(S(=O)(=O)N(CC(=O)NCCC2=CCCCC2)Cc2ccccc2)cc1
  -10.6% | u | u
